Rv3671c protease – Rv3671c serine protease inhibitors, primary screen, biochemical, fluorescence polarization, M. tuberculosis H37Rv | AID 2606, 2010 | actives 0.048% (n = 320,000) | inhibition, % at 5.96 µM | P9WHR9; in the data active = inhibition above about 38%;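 note: extracellular domain of Rv3671c used as enzyme; 0% = enzyme with DMSO and 100% = no enzyme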
Target sequence (P9WHR9 whole entry, looked up, the tested form may be a part): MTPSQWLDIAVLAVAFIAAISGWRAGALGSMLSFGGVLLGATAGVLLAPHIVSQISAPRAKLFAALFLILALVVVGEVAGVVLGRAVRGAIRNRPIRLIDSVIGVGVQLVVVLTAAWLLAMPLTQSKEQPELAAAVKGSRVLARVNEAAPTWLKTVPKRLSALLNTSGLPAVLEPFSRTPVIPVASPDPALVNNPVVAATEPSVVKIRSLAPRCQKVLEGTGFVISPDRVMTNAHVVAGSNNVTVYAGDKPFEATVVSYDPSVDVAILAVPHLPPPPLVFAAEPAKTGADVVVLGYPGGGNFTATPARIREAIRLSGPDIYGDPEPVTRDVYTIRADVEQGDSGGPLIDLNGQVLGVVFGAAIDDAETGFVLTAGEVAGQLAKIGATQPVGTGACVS
DUSP3 inh – VHR1 phosphatase inhibitors, primary screen, biochemical, absorbance, uHTS | Dual specificity protein phosphatase 3 (Homo sapiens), P51452 | recombinant VHR phosphatase, pNPP absorbance | inhibition, % at 13.3 µM | actives 0.52% (n = 290,000) | AID 1654, 2009; in the data active = inhibition above about 50%; note: some compounds called inactive have numbers as strong as hits
Target sequence (P51452 whole entry, looked up): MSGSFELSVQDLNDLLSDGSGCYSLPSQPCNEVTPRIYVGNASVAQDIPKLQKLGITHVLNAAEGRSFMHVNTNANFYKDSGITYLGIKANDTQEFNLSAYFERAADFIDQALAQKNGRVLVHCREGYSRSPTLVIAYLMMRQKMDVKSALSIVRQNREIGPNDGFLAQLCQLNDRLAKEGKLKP
CCHF vOTU inh – CCHFV vOTU protease inhibitors, primary screen, biochemical, Pep-AMC substrate, fluorescence. inhibition, % at 11.5 µM. actives 0.55% (n = 370,000). Crimean-Congo hemorrhagic fever virus L polyprotein viral ovarian tumor (vOTU) protease …; in the data active = inhibition above about 30%; note: 0% = vehicle wells with enzyme and 100% = no enzyme wells
BoNT A protease – BoNT/A light chain protease inhibitors, primary screen, biochemical, flow cytometry, MLPCN library | multiplex microsphere protease substrate cleavage | inhibition, % at 10 µM | actives 0.17% (n = 360,000) | AID 588499, 2011; note: plate controls were buffer without enzyme for full effect and enzyme alone for no effect
PrPC surface inh – inhibitors of human cell surface prion protein PrPC, primary screen, cell-based, TR-FRET | TR-FRET read-out | inhibition, % at 13.8 µM | actives 0.43% (n = 370,000); in the data active = inhibition above about 24%; note: 0% = median of the test wells and 100% = reference compound wells
MazF activator – activators of E. coli MazEF toxin-antitoxin RNase, primary screen, biochemical, fluorescence, uHTS. activation, % at 20 µM. Endoribonuclease toxin MazF (Escherichia coli (strain K12)), P0AE70. actives 0.32% (n = 350,000). FAM/BHQ RNA-DNA oligo cleavage fluorescence, 5 h; in the data active = activation above about 50%
Target sequence (P0AE70 whole entry, looked up): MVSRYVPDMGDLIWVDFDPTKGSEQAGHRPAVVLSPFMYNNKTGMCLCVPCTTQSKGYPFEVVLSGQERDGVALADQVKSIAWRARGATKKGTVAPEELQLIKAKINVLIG
3CLpro inhibitor – SARS-CoV 3CLpro protease inhibitors, primary screen, biochemical, quenched FRET | actives 0.14% (n = 290,000) | AID 1706, 2009 | recombinant SARS-CoV 3CLpro, quenched FRET peptide cleavage | inhibition, % at 6 µM; in the data active = inhibition above about 12%
SSB-PriA inh – inhibitors of Klebsiella pneumoniae PriA binding to SSB C-terminal tail, primary screen, biochemical, AlphaScreen; PriA–SSB C-terminal tail interaction (Klebsiella pneumoniae); AlphaScreen SSBct-PriA binding, biotinylated peptide; inhibition, % at 33 µM; actives 0.6% (n = 430,000); in the data active = inhibition mostly above about 37%, no sharp cut-off; inactive = mostly below about 20%;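 note: plate controls were negative control peptide for no effect and reference peptide for full effect; strong numbers were not always called active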
BoNT-F LC inh – BoNT/F light chain protease inhibitors, primary screen, biochemical, flow cytometry, MLPCN library | Multiplex microsphere protease cleavage assay | actives 0.22% (n = 360,000) | inhibition, % at 10 µM | Botulinum neurotoxin type F light chain protease (Clostridium botulinum) | AID 588497, 2011; in the data active = inhibition above about 35%, passing the limit was not always enough; inconclusive = no clear call, values can overlap the other calls; note: plate controls were buffer without enzyme for full effect and enzyme alone for no effect
Anthrax LF inh2 – Bacillus anthracis LF protease inhibitors, primary screen, biochemical, multiplex microsphere, MLPCN library; Lethal factor (Bacillus anthracis), P15917; multiplex microsphere protease cleavage assay; inhibition, % at 10 µM; actives 0.12% (n = 360,000); AID 588501, 2011; note: plate controls were buffer without enzyme for full effect and enzyme alone for no effect
The depositor's hits bear a star; u = inconclusive; x = not tested or not shown. Cut-off read from the data, not from the text of the source, unless noted: active = inhibition above about 30%; inconclusive = no clear call, values can overlap the other calls; inactive = below that.

SMILES | Rv3671c protease | DUSP3 inh | CCHF vOTU inh | BoNT A protease | PrPC surface inh | MazF activator | 3CLpro inhibitor | SSB-PriA inh | BoNT-F LC inh | Anthrax LF inh2
Cc1ccc2c(c1)nnn2C1CCN(C(=O)C23CC4CC(CC(C4)C2)C3)CC1 | -9 | 3 | -11 | -0.6 | 2 | 8 | 0 | -5 | 1 | 8
CCOC(=O)C1=C(C)N=c2s/c(=C\c3ccc(OCC(=O)O)cc3)c(=O)n2C1c1ccccc1OC (centres undefined) | -11 | 6 | 9 | -3.3 | -13 | -47 | 9 | x | -20 | -2
Cc1nn(C(=O)c2c([N+](=O)[O-])cnn2C)c(C)c1Cl | -8 | 3 | 5 | -0.6 | -1 | 3 | -2 | -3 | -4 | -4
Clc1ccc(Nc2c3c(nc4ncnn24)CCC3)cc1 | -4 | 12 | 10 | -2.1 | 3 | -1 | 4 | -4 | u | 11
CCCC(=O)Nc1nc(C)c(-c2csc(Nc3ccccc3OC)n2)s1 | 0 | 41 | 1 | -0.1 | 2 | -5 | 4 | 14 | -2 | 0
Cc1cc(C)cc(-n2cc(C(=O)O)c(=O)cc2C)c1 | 1 | 20 | -9 | -0.7 | -2 | -1 | -1 | -5 | -3 | -2
Cc1cc(C)n(-c2nc3c(c(=O)[nH]c(=O)n3C)n2C(C)C)n1 | 1 | 30 | 0 | -0.1 | 1 | -1 | 3 | 4 | -1 | -2
CCOC(=O)c1c(C=O)c2ccccc2n1CC | -5 | 12 | -5 | -0.2 | -7 | 5 | -1 | -18 | -2 | -6
COc1ccc2c3c(cccc13)OCC2=O | 3 | 21 | 14 | 0.7 | -13 | 8 | -1 | -17 | -3 | 0
O=C(c1cc2cc(Br)ccc2oc1=O)N1CCCC1 | 1 | -11 | 1 | 1.0 | -5 | -1 | 2 | -25 | -8 | 3
Cc1cccn2c(CN3CCCN(C=O)CC3)c(C(=O)N(C)CCc3ccccc3)nc12 | 3 | 26 | 8 | -0.3 | -1 | 3 | 3 | -2 | -3 | 2
COc1cccc(NC(=O)c2cn(C)c(=O)c3cc(OC)c(OC)cc23)c1 | -5 | 45 | 9 | -0.2 | 1 | 9 | -3 | -6 | -7 | 0
Cc1ccc2c(c1)Oc1ccccc1N=C2 | x | x | 4 | -0.5 | 2 | -1 | x | x | 5 | -8
CC1Cc2ccccc2N1C(=O)C1CC(=O)N(c2ccccc2)C1 (centres undefined) | -3 | 12 | 0 | -1.1 | -4 | 10 | -5 | -3 | 11 | 10
CCCNC(=O)c1ccc2c(c1)CCN2S(C)(=O)=O | 2 | 19 | -6 | 0.8 | 0 | 8 | 2 | -5 | 6 | 2
N#Cc1c(-c2ccccc2)c(-c2ccccc2)n(Cc2ccco2)c1NC(=O)c1cccs1 | -81 | 5 | 23 | -1.2 | 23 | -3 | 9 | 14 | -41 | -3
N#Cc1cc(-c2ccc(Cl)cc2)cn(Cc2c(Cl)cccc2Cl)c1=O | 1 | 14 | -13 | 0.5 | 1 | -3 | -6 | -4 | -3 | -1
CC(CCc1ccco1)NC(=O)c1cc2c(-c3ccccc3F)nn(C)c2s1 (centres undefined) | -34 | 17 | 4 | -1.2 | 9 | -5 | 6 | -7 | -1 | -4
CN(C)c1oc(-c2ccccc2Cl)nc1P(=O)(c1ccccc1)c1ccccc1 | 2 | -2 | 0 | -1.8 | 12 | -5 | -2 | 10 | -11 | -12
CC(C)[C@H](NC(=O)c1ccccc1F)C(=O)NC1CCCCCCC1 | -2 | x | -7 | 2.1 | 3 | -6 | x | 1 | -2 | 0
CCOC(=O)N1CCN(S(=O)(=O)c2ccc([N+](=O)[O-])cc2)CC1 | 6 | 13 | 8 | -1.8 | -10 | 1 | 5 | 8 | -3 | -5
O=C(Nc1cccc(Cl)c1)OCCOc1ccccc1 | x | 68 | -4 | -5.0 | 13 | -3 | 3 | -92 | u | 4
CC1=C(C#N)CCC(=O)N1Cc1c(F)cccc1Cl | -6 | 8 | -8 | -0.8 | 0 | -12 | 2 | 0 | -6 | 0
CC(=O)N1CCN(S(=O)(=O)c2cccc(C(=O)NCCC3=CCCCC3)c2)CC1 | 7 | x | 2 | x | 1 | -14 | x | -6 | x | x
COc1ccc(O)c(C(=O)c2cnc3onc(C)c3c2)c1 | -1 | 22 | 20 | 0.0 | 2 | -1 | -2 | 6 | 4 | -1
Cc1nnc(SC(C(=O)Nc2ccc(Cl)c([N+](=O)[O-])c2)c2ccccc2)[nH]c1=O (centres undefined) | -15 | 10 | 17 | 0.2 | -3 | -2 | 3 | -3 | 3 | 4
O=C(Cc1cccc(NC(=O)C2CCN(C(=O)CCc3ccccc3)CC2)c1)Nc1cccc(C(=O)N2CCCCC2)c1 | x | x | 4 | 0.5 | -1 | -1 | x | -13 | -4 | 2
O=C1C2C3C=CC([C@@H]2C(=O)N1Cc1cccnc1)C31CC1 (some centres undefined) | -4 | 20 | 3 | -0.7 | -1 | 2 | 4 | -13 | -16 | 0
CN(C)/C=C1\SC(=S)N(c2ccc(F)cc2)C1=O | -17 | -11 | -10 | x | -26 | 1 | 0 | -8 | x | x
CCOC(=O)c1ccc(N2C(=O)CC(N(Cc3ccc4c(c3)OCO4)C(=O)Nc3ccccc3)C2=O)cc1 (centres undefined) | -5 | -17 | -2 | 0.1 | -3 | 4 | 0 | 25 | 5 | 0
CC12CCC(C(=O)NCc3ccccc3Cl)(OC1=O)C2(C)C (centres undefined) | 0 | 44 | -6 | -0.7 | 0 | 2 | 0 | -11 | 3 | -1
CCN(C(=O)CSc1nnnn1-c1cc(C)ccc1OC)C1CCS(=O)(=O)C1 (centres undefined) | 1 | 4 | -8 | -0.6 | -1 | 10 | 0 | -14 | 0 | 2
Cc1ccc(CNC(=O)CCCc2cn(C)c3ccccc23)cc1 | -4 | 5 | 12 | -1.5 | -1 | -1 | 5 | -8 | 13 | 6
COCCNC(=O)CN1C(=O)/C(=C/c2ccccc2)Oc2ccc(C(C)(C)C)cc21 | -7 | -1 | -8 | -1.5 | 7 | 5 | 6 | -16 | -19 | -6
Cc1cc(C)c(C2C3=C(Nc4c2c(C)nn4-c2ccccn2)c2ccccc2C3=O)c(C)c1 (centres undefined) | -12 | 7 | x | 2.3 | x | 12 | 0 | 18 | -16 | -5
O=C(COc1ccc(Cl)cc1)Nc1ccc(Cc2ccncc2)cc1 | -15 | 4 | 13 | -1.9 | 0 | -10 | 1 | -10 | -11 | -2
CC(C)n1cc(C(=O)N(CC(=O)NC2CCCC2)Cc2ccccc2)cn1 | -8 | 20 | 3 | -0.6 | 4 | 7 | -12 | -19 | 5 | 1
CCC1(C)Cc2c(sc3nc(SC)[nH]c(=S)c23)CO1 (centres undefined) | 2 | 6 | x | x | x | -28 | 0 | 3 | x | x
Cc1ccccc1OCC(=O)Nc1ccc2c(c1)COC2=O | -7 | 8 | -4 | -1.4 | 2 | -4 | -8 | -21 | -2 | 2
CCc1nc2c(OCCC3CCCCC3)cccn2c1N(C)C(=O)c1ccccc1F | x | x | 2 | 0.1 | 2 | x | x | x | -1 | -2

Ordered by molecular weight (descending): some entries from above.
SMILES | Rv3671c protease | DUSP3 inh | CCHF vOTU inh | BoNT A protease | PrPC surface inh | MazF activator | 3CLpro inhibitor | SSB-PriA inh | BoNT-F LC inh | Anthrax LF inh2
CCc1nc2c(OCCC3CCCCC3)cccn2c1N(C)C(=O)c1ccccc1F | x | x | 2 | 0.1 | 2 | x | x | x | -1 | -2
COCCNC(=O)CN1C(=O)/C(=C/c2ccccc2)Oc2ccc(C(C)(C)C)cc21 | -7 | -1 | -8 | -1.5 | 7 | 5 | 6 | -16 | -19 | -6
CC12CCC(C(=O)NCc3ccccc3Cl)(OC1=O)C2(C)C (centres undefined) | 0 | 44 | -6 | -0.7 | 0 | 2 | 0 | -11 | 3 | -1

(continued)
SMILES | Rv3671c protease | DUSP3 inh | CCHF vOTU inh | BoNT A protease | PrPC surface inh | MazF activator | 3CLpro inhibitor | SSB-PriA inh | BoNT-F LC inh | Anthrax LF inh2
COc1cc(C2C3C(=O)N(c4ccccc4)C(=O)C3ON2c2ccccc2)ccc1O (centres undefined) | -6 | 14 | -8 | -0.3 | 1 | -1 | -4 | 0 | 22 | 3
COc1ccc(-c2sc3ccccc3c2C#CCCO)cc1 | -21 | 25 | 19 | 0.7 | -8 | -3 | 1 | -14 | -3 | -2
O=[N+]([O-])c1cccc2c(Cl)ccnc12 | 8 | 6 | -16 | 0.2 | -10 | -2 | 1 | -6 | 7 | -6
COc1cccc(OC)c1OCc1cc(C2C3CCCC=C3C(C#N)=C(N)C2(C#N)C#N)c(C)cc1C (centres undefined) | -8 | 9 | 3 | 2.2 | 13 | -7 | 3 | 7 | 5 | 5
Cn1c(=O)c2c(nc(NCc3cccnc3)n2Cc2cccc(C(F)(F)F)c2)n(C)c1=O | -3 | 12 | 18 | 0.4 | 15 | 9 | -2 | -7 | -6 | -2
CCCC(=O)NCc1nc2ccccc2n1C | -4 | 11 | -17 | -0.1 | -3 | 9 | -1 | -23 | -2 | -3
Cc1cnc(NC(=O)c2cc(S(=O)(=O)N(C)C)ccc2N2CCCC2)s1 | 3 | x | 15 | 0.2 | 72* | -15 | x | 0 | -4 | -4
Clc1cccc(Cl)c1CSc1nnc(CN2CCOCC2)n1-c1ccccc1 | 2 | 11 | -4 | 0.6 | 1 | 2 | -1 | -3 | -9 | 3
Cc1nc(C)c(CCNC(=O)c2ccc(C(F)(F)F)cc2)s1 | 1 | 3 | -17 | 1.6 | -8 | 5 | 5 | -1 | 4 | -1
Cc1cc(CCNC=O)c(C)c2c1sc1ccccc12 | x | x | 12 | 0.0 | 3 | -2 | x | -7 | -2 | 3

Quoted from the listing.
Result of `Cn1c(=O)c2c(nc(NCc3cccnc3)n2Cc2cccc(C(F)(F)F)c2)n(C)c1=O` under CCHF vOTU inh: 18
Result of `Cc1nc(C)c(CCNC(=O)c2ccc(C(F)(F)F)cc2)s1` under MazF activator: 5

Next section:
SMILES | Rv3671c protease | DUSP3 inh | CCHF vOTU inh | BoNT A protease | PrPC surface inh | MazF activator | 3CLpro inhibitor | SSB-PriA inh | BoNT-F LC inh | Anthrax LF inh2
O=C(CN1C(=O)C2CCCCC2C1=O)N1CCN(c2ncccn2)CC1 (centres undefined) | -8 | -3 | -10 | -0.2 | 4 | 2 | 3 | 1 | -3 | -6
COc1ccc(CNCCSc2nnnn2C)c(OC)c1OC | 4 | 3 | -9 | -0.6 | 7 | 1 | 0 | -7 | -2 | -2
CC1(C)CC(CC(=O)O)(c2ccc(F)cc2)CCO1 (centres undefined) | 2 | 27 | -5 | -0.3 | 6 | 4 | 0 | -18 | -6 | -1
CN=C1NN=C(c2cc(C)n(-c3c(C)n(C)n(-c4ccccc4)c3=O)c2C)CS1 | -21 | 18 | 11 | 2.0 | -2 | 2 | 7 | -19 | -15 | -3
Cc1cccc(NC(=S)N(CCN(C)C)Cc2cccs2)c1 | -3 | 12 | 7 | -0.6 | -4 | 2 | 0 | -4 | -2 | -5
CCOC(=O)c1c(N)sc(C(O)(C(F)(F)F)C(F)(F)F)c1-c1ccccc1 | -4 | 12 | -7 | -1.0 | -3 | -1 | 12* | 5 | 11 | -6
CCC(NC(=O)Cc1cccs1)c1ccccc1 (centres undefined) | 8 | -4 | -9 | -3.8 | 4 | 8 | -2 | -7 | u | -11
Clc1ccc(OCCCCCN2CCOCC2)cc1 | 6 | 9 | 10 | -1.7 | 4 | -10 | -2 | -1 | -27 | 5

Assay outcomes: PubChem BioAssay, several laboratories

An excerpt; rates above refer to the full screens.
